High-throughput results: PubChem BioAssay, several laboratories
hcDAF-12 act: H. contortus DAF-12 nuclear receptor activators, primary screen, cell-based, luminescence, HEK293, lit1-tk-luc reporter; HEK293 hcDAF-12 lit1-tk-luc reporter; 0% DMSO, 100% Δ7-dafachronic acid; activation, % at 6.8 µM; hit rate 1.4% among 370,000;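 active means activation above the mean of all tested compounds plus 3 SD, cut at about 5.5% in these data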;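 further: 100% = response to 3 µM Δ7-dafachronic acid high control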
DAX1 inh-1: DAX1 (NR0B1) inhibitors, primary screen, cell-based, HEK293, Gal4-DAX1, luciferase luminescence | Nuclear receptor subfamily 0 group B member 1 (Homo sapiens), P51843 | HEK293 Gal4-DAX1 luciferase reporter | inhibition, % at 6.75 µM | hit rate 0.99% among 340,000 | AID 504766, 2011;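 active means inhibition above the mean over all tested compounds plus 3 SD, cut at about 4.2% in these data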;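 further: 0% = DAX1-transfected cells with DMSO and 100% = empty-vector control cells with DMSO; inhibition shows as a rise in luminescence from relieved DAX1 repression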
GC-A act: GC-A stimulated cGMP production enhancers – HEK293 GC-A cells, cGMP TR-FRET, EC30 ANP, primary screen; Atrial natriuretic peptide receptor 1 (Homo sapiens), P16066; 0% at EC30 ANP, 100% saturating ANP; activation, % at 10 µM; hit rate 0.14% among 370,000; in the data active means activation above about 40%
ADAM10 inh: human ADAM10 inhibitors, primary screen, biochemical, QFRET, HTS; Disintegrin and metalloproteinase domain-containing protein 10 (Homo sapiens), O14672; inhibition, % at 7 µM; AID 720582, 2013; recombinant ADAM10, EDANS/DABCYL FRET peptide cleavage, 3 h; hit rate 0.62% among 370,000;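 active means inhibition above a per-campaign cutoff equal to the mean of compounds falling between control-based bounds plus 3 SD, cut at about 20% in these data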;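 further: 0% = DMSO wells while the 100% control is not disclosed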
Target sequence (O14672 214-748 limits assumed): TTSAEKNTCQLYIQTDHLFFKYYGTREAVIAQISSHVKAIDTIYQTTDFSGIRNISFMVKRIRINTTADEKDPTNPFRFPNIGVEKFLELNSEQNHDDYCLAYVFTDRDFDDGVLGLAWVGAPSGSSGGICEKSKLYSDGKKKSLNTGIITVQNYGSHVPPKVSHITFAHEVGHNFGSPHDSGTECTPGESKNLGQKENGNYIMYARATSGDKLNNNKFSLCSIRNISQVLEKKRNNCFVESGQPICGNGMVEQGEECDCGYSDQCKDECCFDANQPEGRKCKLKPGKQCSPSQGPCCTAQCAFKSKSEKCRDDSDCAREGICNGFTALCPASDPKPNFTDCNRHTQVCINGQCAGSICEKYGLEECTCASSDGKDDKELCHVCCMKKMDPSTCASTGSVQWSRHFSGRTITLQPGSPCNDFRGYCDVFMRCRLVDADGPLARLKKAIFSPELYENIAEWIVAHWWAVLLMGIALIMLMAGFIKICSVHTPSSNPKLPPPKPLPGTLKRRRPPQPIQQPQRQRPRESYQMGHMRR
SMARCA2 activ: SMARCA2 (BRM) function activators, primary screen, cell-based, luminescence, high throughput; MG213 cells, MMTV-luciferase reporter, dexamethasone, overnight; activation, % at 9.1 µM; hit rate 1% among 370,000; AID 652017, 2013; in the data active means activation above about 7.8%;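 further: 0% = vehicle wells and 100% = reference activator wells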
ssDAF-12 act: S. stercoralis DAF-12 nuclear receptor activators, primary screen, cell-based, luminescence, HEK293, GRIP1 co-expression, lit1-tk-luc | Nuclear hormone receptor DAF-12 (Strongyloides stercoralis) | HEK293 ssDAF-12/GRIP1 lit1-tk-luc reporter; % of 3 µM dafachronic acid response | activation, % at 6.8 µM | hit rate 1% among 370,000 | AID 652126, 2013;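 active means activation above the mean over all tested compounds plus 3 SD, cut at about 0.9% in these data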;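 further: 0% = DMSO-only wells and 100% = 3 µM delta7-dafachronic acid wells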
sPLA2-III inh: human group III sPLA2 inhibitors, primary screen, biochemical, QFRET, BODIPY PC-A2 liposome substrate; Group 3 secretory phospholipase A2 (Homo sapiens), Q9NZ20; QFRET BODIPY PC-A2 liposome hydrolysis, fluorescence; inhibition, % at 12.2 µM; hit rate 0.56% among 370,000; AID 743126, 2013;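 active means inhibition above mean plus 3 SD of compounds lying within the high and low control bounds, cut at about 19% in these data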;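 further: 0% = median of test compound wells and 100% = no enzyme DMSO wells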
Target sequence (Q9NZ20 whole entry, looked up): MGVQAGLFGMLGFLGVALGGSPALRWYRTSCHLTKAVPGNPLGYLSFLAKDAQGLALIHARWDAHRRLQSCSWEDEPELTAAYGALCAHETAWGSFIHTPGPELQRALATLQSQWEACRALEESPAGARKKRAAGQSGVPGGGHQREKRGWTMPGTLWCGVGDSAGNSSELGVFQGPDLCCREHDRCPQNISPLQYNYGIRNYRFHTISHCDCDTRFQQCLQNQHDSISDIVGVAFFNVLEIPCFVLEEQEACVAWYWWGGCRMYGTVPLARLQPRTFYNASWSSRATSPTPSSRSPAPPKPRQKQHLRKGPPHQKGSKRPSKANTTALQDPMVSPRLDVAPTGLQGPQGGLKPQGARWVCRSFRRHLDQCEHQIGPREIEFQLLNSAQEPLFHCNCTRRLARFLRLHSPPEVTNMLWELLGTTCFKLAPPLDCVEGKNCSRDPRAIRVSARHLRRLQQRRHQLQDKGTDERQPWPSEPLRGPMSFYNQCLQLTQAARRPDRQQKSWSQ
DAX1 inh-2: DAX1 (NR0B1) inhibitors on StAR promoter, primary screen, cell-based, luminescence, SF-1 (NR5A1), full-length DAX-1. AID 652010, 2013. inhibition, % at 6.8 µM. hit rate 1.1% among 370,000. HEK293T StAR-luciferase reporter, SF-1/DAX-1 repression relief;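 active means inhibition above the mean over all tested compounds plus 3 SD, cut at about 3.6% in these data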;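 further: 0% = DAX-1 cells with DMSO and 100% = cells lacking DAX-1 with DMSO; higher inhibition means more luminescence from relief of DAX-1 repression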
FXN GAA850 act: FXN promoter activators, primary screen, cell-based, luciferase luminescence, HEK293 lucGAA850; HEK293 lucGAA850 FXN promoter luciferase reporter, 24 h; percent of 10 µM SAHA response; activation, % at 6 µM; hit rate 0.56% among 360,000; AID 540364, 2011;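 active means activation above the average of all compounds screened plus 3 SD, cutoff fixed separately per campaign, cut at about 7.5% in these data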;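 further: 0% = DMSO wells and 100% = 10 µM SAHA wells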
NPR2 activator: human GC-B receptor activators, primary screen, HEK293 GC-B cells, cGMP TR-FRET, EC30 CNP; activation, % at 10 µM; AID 1920062, 2024; hit rate 0.11% among 370,000; 0% at EC30 CNP, 100% saturating CNP;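 active means activation at 10 µM reaching about 35% in either raw or pattern-adjusted values, limit read from the data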
hgDAF-12 ag: H. glycines DAF-12 receptor agonists, primary screen, cell-based, luminescence, HEK293, GAL4 fusion, UAS-luciferase | Nuclear hormone receptor DAF-12 (Heterodera glycines), GAL4 fusion | HEK293 GAL4-hgDAF12 UAS-luciferase reporter, agonist luminescence; normalized to butyrate control | activation, % at 6.8 µM | hit rate 1.8% among 370,000 | AID 687014, 2013;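 active means activation above a cutoff set at the mean of all screened compounds plus 3 SD, cut at about 10% in these data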;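 further: 0% = DMSO wells and 100% = sodium butyrate wells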
* marks the source's active call; other numbers are inactive results; · = no result given.

canonical_smiles	GC-A act	NPR2 activator	sPLA2-III inh	DAX1 inh-2	ADAM10 inh	FXN GAA850 act	hcDAF-12 act	ssDAF-12 act	SMARCA2 activ	hgDAF-12 ag	DAX1 inh-1
Cc1cccc(N2CCN(c3nc4ccccc4n4cnnc34)CC2)c1C	8.3	-8.9	-0.8	0.6	-7.7	-1.5	1.4	-0.7	3.7	-1.1	1.2
COc1ccc(N2CCN(C(=O)CCCCn3c(=O)[nH]c4ccsc4c3=O)CC2)cc1	-2.8	-5.3	3.2	0.3	1.6	0.9	-1.5	-0.9	-2.2	0.5	-1.3
COc1ccc(OC)c(S(=O)(=O)N2CCN(c3ncccn3)CC2)c1	-1.5	2.1	8.1	-0.2	-1.2	-0.5	-1.0	-1.4	-0.2	0.2	-0.3
Cc1nnsc1C(=O)Nc1ccc(S(=O)(=O)N2CCCC(C)C2)cc1 (stereo not given)	-0.3	-2.4	-12.1	-0.4	8.0	-0.8	-0.9	-1.3	-3.2	-1.5	-0.2
CC(=O)NCCc1ccc(-c2csc(NC(=O)C3CC(=O)N(C4CCCC4)C3)n2)cc1 (stereo not given)	3.9	2.9	-10.6	-0.9	0.6	-0.5	-2.4	-1.5	-1.8	-2.2	-1.1
O=C(O)c1cccc(NC(=S)NC(=O)c2ccc(-c3ccccc3)cc2)c1	-3.1	1.9	-1.5	2.7	0.6	1.2	-0.3	-0.4	0.5	6.1	-0.3
CN(C)CCCNC(=O)CCC1CCCCC1	1.7	-8.1	-3.5	0.0	2.9	1.6	-0.1	-1.4	-1.1	0.6	0.0
Cc1ccc(S(=O)(=O)Nc2cccc(C(=O)NCC3CCCO3)c2)cc1F (stereo not given)	5.0	-1.9	-4.5	-2.2	8.5	0.5	-0.9	-0.7	-1.7	-1.4	-0.9
COc1ccccc1N1CCN(C(=O)COc2ccc(Cl)cc2Br)CC1	-7.6	-22.6	-5.4	-0.6	-2.4	0.1	-2.0	-1.6	-1.5	-1.1	0.5
COc1ccc(N(C(=O)c2ccco2)C(C(=O)NC2CCCC2)c2cc(OC)c(OC)c(OC)c2)cc1 (stereo not given)	-10.7	-9.7	1.3	-0.2	-5.4	-1.1	0.0	-1.6	5.0	1.3	-0.5
CCn1c(=O)c2ccccc2n2c(SCC(=O)N3CCc4ccccc4C3)nnc12	-3.5	-3.3	1.2	0.3	2.7	1.6	-1.8	-1.8	-3.4	-2.3	0.1
CCOC(=O)c1sc2ncnc(N3CCN(c4ccc(OC)cc4)CC3)c2c1C	1.2	1.6	7.9	-0.1	3.2	1.6	-1.3	-0.3	-2.2	-3.3	-0.4
CCOC(=O)N1CCN(C(c2ccccc2)c2sc3nc(C)nn3c2O)CC1 (stereo not given)	2.7	9.9	-5.3	0.7	-3.1	-2.6	-3.8	-2.1	-4.7	-0.2	0.2
C[C@@H]1CN([C@H](C)CO)C(=O)CCCn2nncc2CO[C@H]1CN(C)C(=O)Nc1ccnc(N2CCOCC2)c1	0.7	-0.8	-4.1	0.1	-6.2	-0.4	0.1	-1.1	-1.7	-4.4	0.7
O=S(=O)(Nc1ccc(Cc2ccncc2)cc1)c1ccc(Cl)c(Cl)c1	-0.7	-0.1	-65.3	-0.8	8.8	1.7	-1.2	-1.5	-6.3	-2.6	0.4
CCCc1cc2nnc(SCC(=O)N(C)C3CCCCC3)n2c(N)n1	-1.4	0.5	-2.2	-0.1	0.7	-0.6	-0.6	-0.8	-1.5	-3.2	0.2
COC(=O)c1cc(OC)c(OC)cc1NC(=O)c1cc(C(C)(C)C)oc1C	-1.9	-12.7	-1.1	0.1	1.1	1.3	-1.2	-1.5	-2.2	-1.1	2.1
COc1ccc(-n2nc3c(c2NC(=O)c2ccc(S(=O)(=O)N4CCOCC4)cc2)CS(=O)(=O)C3)cc1	1.8	-3.0	-17.1	0.2	-3.3	1.8	0.3	-1.3	-3.1	4.1	1.5
Cc1cc(N2CCN(C)CC2)nc(N2CCOCC2)n1	0.5	6.3	0.2	0.1	-2.5	-1.7	-0.6	-0.9	0.7	1.0	-0.2
N#Cc1nc(-c2ccccc2Cl)oc1NCc1ccco1	4.3	0.0	-5.6	1.1	-40.8	1.2	-1.1	-1.6	3.0	2.0	1.0
O=C(Nc1ccc2c(c1)CCC2)c1c(F)cccc1Cl	3.3	1.6	-3.4	2.2	-3.3	6.3	3.5	-0.2	6.0	10.3	1.1
COc1cc(Br)c(C2CC(=O)Nc3cc(OC)c(OC)cc32)cc1OC (stereo not given)	-2.1	1.8	-8.9	0.0	-1.9	1.7	-2.1	-1.3	1.4	-3.2	-1.3
Cc1cc(C(F)(F)F)c(C#N)c(SCC(=O)NC2CC2)n1	1.7	0.4	0.0	-0.2	0.9	-1.1	-2.0	-1.4	-2.8	-2.0	-0.4
COC(=O)c1ccc(CC(=O)c2c(C)cc(O)cc2O)o1	-2.0	2.3	-37.6	-0.7	-18.2	-1.9	3.0	-1.2	-1.9	-0.6	0.4
Nn1c(SCC(=O)Nc2cccc(Br)c2)nnc1C1CC1	-2.5	-4.8	9.3	-0.8	-15.4	-1.3	-1.2	-1.0	-2.5	-0.2	1.1
Cc1ccc(C)c(NC(=O)CCN2C(=O)[C@@H]3Cc4ccccc4CN3C2=O)c1	-1.6	2.0	2.5	-0.2	-6.4	-0.7	-2.4	-1.4	0.2	1.2	-0.4
O=C1CC(N2CCN(CCc3ccccn3)CC2)C(=O)N1c1ccc(Cl)cc1 (stereo not given)	-1.8	3.1	-5.7	0.4	0.3	2.1	1.5	0.2	-0.5	-0.2	0.3
COC(=O)[C@]12C[C@H](CC(=O)N3CCSCC3)C(=O)N(Cc3ccccc3)C1=C[C@H](COCc1ccccc1)O[C@@H]2C	-0.2	3.3	-1.7	-1.0	-4.5	·	0.4	-1.6	-4.9	2.0	·
CCCCC1CCC(C(=O)N(CCCC)c2c(N)n(CCCC)c(=O)[nH]c2=O)CC1 (stereo not given)	-1.1	0.7	-0.4	1.1	-3.5	0.8	1.9	-0.3	-4.6	-1.0	0.5
CCOC(=O)C(NC(=O)c1ccccc1)(N1CCOCC1)C(F)(F)F (stereo not given)	-0.7	1.3	4.1	1.7	-0.9	-3.0	-1.8	-1.2	0.1	0.7	0.7
O=C(CCN1C(=O)/C(=C\C=C\c2ccccc2)SC1=S)Nc1ccc(C(=O)O)cc1	-6.7	-6.3	-11.4	2.3	2.3	7.3	2.4	0.3	4.1	1.1	1.3
O=C(NC(=S)Nc1nc(-c2cccc([N+](=O)[O-])c2)cs1)c1cc(Cl)ccc1Cl	-0.3	2.8	-2.2	-0.1	-15.0	1.1	0.8	-0.9	-1.5	-0.1	0.3
O=C(Nc1ccccc1C(=O)NC1CC1)c1ccccc1F	2.7	1.2	1.8	-2.9	4.9	-0.6	0.8	-1.0	-2.9	-0.2	0.1
COc1cccc(C(=O)C2CCCN(C(=O)c3ccccn3)C2)c1 (stereo not given)	1.9	2.8	6.9	-0.8	-1.8	0.8	-1.3	-0.6	-1.4	-1.5	-0.7
COC(=O)c1cc2c(cc1N)OCCO2	4.3	-0.2	4.7	0.5	-45.0	1.5	1.6	-0.8	0.5	0.6	3.6
CCOC(=O)COc1ccsc1C(=O)OC	-3.0	-3.0	3.9	0.5	-5.3	1.9	-0.2	-1.8	-2.8	-0.2	1.0
CC(=O)c1cccc(NC(=O)Cn2cnc(S(=O)(=O)N3CCCC3)c2)c1	3.9	-1.3	0.7	1.1	4.6	0.8	-0.1	-0.9	0.9	-1.9	0.6
Cc1nn(-c2ccc(F)cc2)c(Cl)c1/C=C(/CC(=O)O)c1nc2ccccc2s1	6.6	0.8	-13.6	0.1	-14.8	1.6	-1.1	-0.9	0.6	7.4	2.5
CCOc1ccc(N2C(=O)C(Cl)=C(N3CCOCC3)C2=O)cc1	-4.1	-5.5	-1.7	-1.0	6.8	-1.2	-2.4	-0.6	-1.6	2.8	1.7
Cn1c(C(=O)O)cc2cc(Oc3ccccc3)ccc21	3.4	-4.4	-7.8	-0.2	-31.5	-0.1	-0.3	-1.0	-1.5	-1.3	-0.7
C=CCc1cc(/C=C2/NC(=O)N(CC(=O)OC)C2=O)cc(OC)c1O	10.5	2.3	1.1	0.4	-7.6	0.4	-1.4	-1.3	-3.7	0.3	0.0
N/C(=N\OC(=O)c1ccccc1Cl)c1ccc(Cl)cc1	6.1	-5.5	7.7	1.6	-1.7	6.7	9.1*	1.5*	7.7	9.1	1.9
COCOc1cccc(CN2CCC2(C)C(=O)Nc2ccc(C)c(O)c2)c1 (stereo not given)	-3.3	3.6	-11.6	-0.9	-7.3	-2.3	-2.5	-2.0	-1.8	-6.5	·
Cc1ccc(Nc2nc(N)nc(CN3CCN(C(=O)c4ccco4)CC3)n2)cc1Cl	4.4	5.0	1.4	0.3	3.4	3.4	-1.3	-1.5	8.5*	-1.3	-0.2
CC1(C(=O)Nc2cccc(Oc3ccccc3)c2)CCN1Cc1cc2ccccc2o1 (stereo not given)	6.8	9.5	-13.0	0.9	10.9	1.0	-1.1	-1.5	-3.2	0.0	·
CN1C(=O)C(CC(=O)Nc2ccc(F)cc2)N(Cc2ccco2)C1=S (stereo not given)	2.8	4.4	-32.5	-0.4	3.7	0.2	0.8	-1.1	4.3	-2.4	2.8
CC(C)(C)n1nnnc1C(c1ccc(C(F)(F)F)cc1)N(Cc1ccccc1)Cc1ccco1 (stereo not given)	-4.4	-4.6	0.2	-0.1	-4.6	-0.2	-0.1	-0.2	-1.0	0.5	1.8
CCN(CC)CCNC(=O)c1ccc(NC(=O)c2cccc(S(=O)(=O)N3CCc4ccccc43)c2)cc1	1.3	4.2	-12.3	3.9*	2.0	0.5	-1.5	-1.5	2.1	1.1	0.1
Nc1cc([N+](=O)[O-])ccc1Nc1ccc(O)cc1	2.9	-5.3	-34.6	-1.0	14.3	0.8	2.1	-1.4	0.5	0.6	0.5
